Assay outcomes from PubChem.
HER2 expr 66K: lowers expression of human Her2 kinase. SKBR-3 HER2 protein level, AlphaScreen, 18-24 h; active compounds read low. P04626. HER2 level % of control, % at 10 µM. hit rate 0.69% among 65,000;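 active = HER2 level under 5% of the carrier-only control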;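 note: 100% = DMSO carrier and 0% = 500 nM PU-H71 HSP90 inhibitor; lower value means stronger loss of Her2 protein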
MMP-13 inhibitor: blocks human MMP13 activity; P45452; MMP-13 fTHP FRET cleavage, Mca fluorescence; inhibition, % at 4 µM; hit rate 0.07% among 65,000; AID 570;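 active = inhibition above the mean of compound-free control plate wells plus 3 SD, cut at about 14% in these data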;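 note: 0% = DMSO wells and 100% = wells with reference MMP-13 inhibitor after basal subtraction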
S1P3 agonist: S1P3 (human) receptor agonism; Q99500; S1P3 NFAT-BLA reporter cells, FRET ratio; relative to 1 µM S1P, basal subtracted; activation, % at 4.5 µM; hit rate 0.1% among 60,000; AID 373;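 active = activation above the screen-wide mean plus 3 SD, cut at about 4.5% in these data, passing the limit was not always enough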; note: some compounds called inactive have numbers as strong as hits
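Assay system: stable CHO line with human S1P3, Gα16, NFAT-BLA reporter; Detection: FRET β-lactamase substrate fluorescence, excitation 405 nm, 460/535 nm emission ratio, background-subtracted; Read-out: percent activation versus median 1 µM S1P response, basal-subtracted, per plate; Incubation: cells plated overnight, compound 4 h 37 °C, substrate 2 h RT.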
5HT1E antag: blocks the human 5-HT1E serotonin receptor. hit rate 0.99% among 65,000. CHO 5-HT1E Ga15 NFAT-bla reporter, FRET, antagonist. P28566. inhibition, % at 6 µM;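 active = inhibition above a set limit, the mean inhibition across every tested compound plus 3 SD, cut at about 29% in these data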;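 note: signal is the 460 over 535 nm emission ratio of beta-lactamase substrate; 0% = agonist plus DMSO wells and 100% = wells without agonist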
S1P1 ag pot: activates or potentiates agonism at human S1P1 receptor | P21453 | S1P1 CRE-bla cells, forskolin, beta-lactamase FRET, potentiator mode; S1P1 agonist co-added at EC20, 2 nM; 100% = saturating reference agonist, 0% = basal | activation, % at 9.5 µM | hit rate 0.57% among 56,000;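 active = activation above a cutoff set at the mean activation of all tested compounds plus 3 SD, cut at about 54% in these data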;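 note: forskolin at 4 µM as EC80 and the EC20 agonist is SEW2871; 100% = SEW2871 at its EC100 plus forskolin at EC80; some compounds past the cut are filed as inactive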
Target sequence (P21453 whole entry, looked up): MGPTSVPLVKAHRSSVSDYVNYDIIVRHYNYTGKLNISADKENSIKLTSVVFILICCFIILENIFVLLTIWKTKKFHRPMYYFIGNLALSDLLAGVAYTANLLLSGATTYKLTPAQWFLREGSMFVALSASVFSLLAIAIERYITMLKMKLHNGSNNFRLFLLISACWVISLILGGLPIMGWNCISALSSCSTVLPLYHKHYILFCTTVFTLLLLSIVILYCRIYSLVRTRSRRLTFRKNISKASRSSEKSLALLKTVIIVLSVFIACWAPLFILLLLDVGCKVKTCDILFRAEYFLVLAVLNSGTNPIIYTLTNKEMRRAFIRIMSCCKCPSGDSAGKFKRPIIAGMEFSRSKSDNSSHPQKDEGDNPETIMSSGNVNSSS
Autofluor 339: intrinsic fluorescence of library compounds, ex339/em460 – biochemical, MLSMR library, data from DPM-DC assay, artefact control, profiling panel; compound autofluorescence, ex339/em460 nm, NADH buffer; active compounds read high; 1 = no-compound wells, NADH background; fluorescence fold increase at 10 µM; hit rate 5.5% among 65,000; AID 709;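 active = at 10 µM, mean starting fluorescence two-fold or more over control wells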;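 note: signal is the first read of a kinetic run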
Abs 340nm: compounds absorbing at 340 nm; 65,000 tested, under 10 active; compound absorbance at 340 nm, fold over control; fold change at 10 µM;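 active = at 10 µM dose, initial 340 nm absorbance at least 2 fold that of control wells; inactive = change under 2 fold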;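 note: initial absorbance extrapolated from kinetic A340 decline of NADH oxidation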
5HT1E ag: activates the human 5-HT1E serotonin receptor; P28566; CHO 5-HT1E Ga15 NFAT-bla reporter, FRET; 0% DMSO wells, 100% control agonist wells; activation, % at 6 µM; hit rate 0.69% among 65,000; AID 574;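 active = activation above a set limit, the screen-wide mean activation plus 3 SD, cut at about 8.5% in these data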;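 note: 100% = positive control agonist at 1 µM giving full maximal response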
* hit, by the source's call. The list is partial, so the mix of outcomes need not match the whole.

Codes – A = HER2 expr 66K; B = MMP-13 inhibitor; C = S1P3 agonist; D = 5HT1E antag; E = S1P1 ag pot; F = Autofluor 339; G = Abs 340nm; H = 5HT1E ag
Cn1c(=O)c2c(ncn2CCO)n(C)c1=O
  A: 93.5 | B: 7.9 | C: -4.2 | D: -9.0 | E: 8.4 | F: 1.03 | G: 0.96 | H: 1.8

C[C@@H]1C[C@H]2[C@@H]3C[C@H](F)C4=CC(=O)C=C[C@]4(C)[C@@]3(F)[C@@H](O)C[C@]2(C)[C@@]1(O)C(=O)COC(=O)C(C)(C)C
  A: 98.1 | B: 3.3 | C: -1.3 | D: -19.4 | E: 18.1 | F: 0.99 | G: 0.99 | H: 1.3

CN(C)CCOc1ccccc1Cc1ccccc1
  A: 87.2 | B: -8.1 | C: -1.8 | D: -6.7 | E: -7.6 | F: 1.08 | G: 0.98 | H: 16.4*

CCCCC1C(=O)N(c2ccccc2)N(c2ccccc2)C1=O
  A: 130.7 | B: -4.2 | C: -1.3 | D: -11.0 | E: 1.0 | F: 0.97 | G: 0.98 | H: -0.4

Cc1cccc(C)c1NC(=O)C1CCCCN1C (stereo not given)
  A: 143.8 | B: 4.9 | C: -2.9 | D: -2.2 | E: -6.5 | F: 1 | G: 0.98 | H: -0.6

CCn1cc(C(=O)O)c(=O)c2cc(F)c(N3CCNCC3)nc21
  A: 109.9 | B: 7.6 | C: -0.5 | D: -2.7 | E: 3.6 | F: 1.56 | G: 1.04 | H: 0.0

CC[C@]1(O)C[C@@H]2CN(CCc3c([nH]c4ccccc34)[C@@](C(=O)OC)(c3cc4c(cc3OC)N(C)[C@H]3[C@@](O)(C(=O)OC)[C@H](OC(C)=O)[C@]5(CC)C=CCN6CC[C@]43[C@@H]65)C2)C1
  A: 109.1 | B: 1.8 | C: -4.2 | D: 73.5* | E: -21.3 | F: 1.29 | G: 0.98 | H: -1.2

CCCCOc1ccc(CC(=O)NO)cc1
  A: 112.0 | B: -7.0 | C: -2.3 | D: 10.1 | E: -10.1 | F: 0.98 | G: 0.98 | H: -0.8
